# mcGAS RapidFire: mouse cGAS inhibition by mass spec. inhibition, % at 12.5 µM. 130,000 tested, 0.18% active. recombinant mouse cGAS, cGAMP by RapidFire MS. Q8C6L5. AID 1259397;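 active = inhibition of cGAS enzyme activity at or above 60%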;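 also: enzyme stimulated by 45 bp dsDNA with ATP and GTP substrates; cGAMP share of summed cGAMP plus half ATP and half GTP signals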
# Target sequence (Q8C6L5 whole entry, looked up): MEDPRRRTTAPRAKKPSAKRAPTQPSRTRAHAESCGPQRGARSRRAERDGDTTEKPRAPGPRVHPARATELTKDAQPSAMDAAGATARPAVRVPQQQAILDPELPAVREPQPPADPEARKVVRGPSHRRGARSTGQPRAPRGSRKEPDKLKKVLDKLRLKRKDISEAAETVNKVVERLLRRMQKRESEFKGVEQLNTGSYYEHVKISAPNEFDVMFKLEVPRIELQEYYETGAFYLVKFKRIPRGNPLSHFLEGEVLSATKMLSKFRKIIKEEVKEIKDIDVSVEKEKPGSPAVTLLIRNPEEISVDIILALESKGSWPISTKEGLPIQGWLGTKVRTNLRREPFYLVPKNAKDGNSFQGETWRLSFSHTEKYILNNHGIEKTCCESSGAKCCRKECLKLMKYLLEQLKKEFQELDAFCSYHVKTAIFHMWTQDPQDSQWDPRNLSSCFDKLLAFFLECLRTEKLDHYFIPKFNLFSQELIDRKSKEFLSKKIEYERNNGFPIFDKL
# * hit, by the source's call; & = joins results of further samples; ! = not confirmed by another sample. Some of the compounds tested (hit frequency here may not be typical).
SMILES,mcGAS RapidFire
COc1ccccc1-n1cc(C(=O)N2CCCC(Nc3ccc4c(c3)OCO4)C2)cn1 (stereo not given),-3&0
CNC(=S)Nc1ccc(OC)c(OC)c1,-2
COc1cccc(CNC(=O)C(=O)NCC(c2ccco2)N2CCc3ccccc32)c1 (stereo not given),-7
CCOC(=O)c1cnoc1N,-7
Cc1nnsc1C(=O)N1CCCC(c2n[nH]c(=O)n2-c2ccccc2)C1 (stereo not given),-14
CC(=O)Nc1ccc(CN2CCCC(N(C)CCc3ccccc3)C2)cc1 (stereo not given),-2
Cc1ccccc1C(=O)NCCN1CCn2cc(OCc3ccccc3)c(=O)cc2C1=O,-7
CCOc1cccc2cc(-c3csc(NC(=O)C4CCN(S(C)(=O)=O)CC4)n3)oc12,9
CCC(=O)N1CCc2[nH]nc(C(=O)NCc3ccccc3)c2C1,-11
CCCC(=O)N1N=C(c2cccc(NS(C)(=O)=O)c2)CC1c1cccc(F)c1 (stereo not given),-3
Cc1nc(=S)c2c(=O)n(C)c(=O)n(CC(C)C)c2[nH]1,7
COc1cc(C#N)ccc1OC(F)F,-11
Cn1c(NCc2cccnc2)nc2cc(-c3ccc(C(=O)N4CCOCC4)cc3)sc2c1=O,2
Cc1ccccc1CSc1nc2c(c(=O)n1-c1ccccc1)SCC2,-8
COc1ccc(CC(=O)N2CCOC(COCc3ccccc3F)C2)cn1 (stereo not given),-1
Cc1cnn(C(C)C(C)NC2CC(C)OC2=O)c1 (stereo not given),8
Cc1ccc(Cc2nnc(Nc3ccc(C)cc3)[nH]c2=O)cc1,-5
CN(CC(=O)NCc1cccs1)C(=O)C(C)(C)n1cc(Cl)cn1,-7
O=C1CCC2(CCCO2)CCN1Cc1nccs1 (stereo not given),-8
CCOC(=O)C1=NNC2(CC(=O)N(c3c(C)cc(C)cc3C)C2=O)C1 (stereo not given),-2
CCOC(=O)c1nn(Cc2ccccc2)c2c1CN(C(=O)CN1CC(c3ccccc3)CC1=O)CC2 (stereo not given),-14
COCCCN=C1SCC(c2ccc(C(C)(C)C)cc2)=NN1C,-3
COc1cc(CSc2nc3c(cnn3CCO)c(=O)[nH]2)cc(OC)c1,-16
CC(=O)Nc1cccc(NC(=O)c2cn(C)c3c(=O)n(-c4ccccc4)c(=O)[nH]c23)c1,-21
O=C(CN1CCC2(CCCc3ccccc32)C1)Nc1cccc([N+](=O)[O-])c1 (stereo not given),-8
CC(C)NC(=O)C1CCN(C2CCN(Cc3ccc4cccc(F)c4n3)CC2)CC1,-2
Cc1ccc(F)cc1NC(=O)CC1CN(Cc2ccccc2)CCO1 (stereo not given),-5
COc1cccc(C(=O)Nc2c3c(nn2-c2cccc(C)c2C)CSC3)c1,-4
O=C1c2cc(Cl)sc2C2(CCCCC2)C1Br (stereo not given),-2
CC1CCCN(CCNC2CCCC2)C1 (stereo not given),-2
Cc1c(N(C(=O)Nc2ccccc2)C2=NCC(C)S2)c(=O)n(-c2ccccc2)n1C (stereo not given),16
COCC(=O)NS(=O)(=O)c1ccc(OCc2cccc(C)c2)cc1,-38
Cc1cc2c(Nc3c([N+](=O)[O-])ccc4c3=NC3(CCCCC3)N=4)cccc2nn1,5
Cc1ccccc1N1CCN(C(=O)CC2C(=O)NCCN2Cc2cccc(F)c2)CC1 (stereo not given),0
CC1Sc2ccc(C#N)cc2N(Cc2ccccc2)C1=O (stereo not given),-6
O=C(c1cncn1-c1ccc(F)cc1)N1CCN(S(=O)(=O)c2cc(F)ccc2F)CC1,-36
COc1ccc(CCNC(=O)CN2CCN(C(N)=O)CC2)cc1,-40
COC(=O)c1ccc(S(=O)(=O)N2CCN(Cc3ccncc3)CC2)cc1,-1
COc1cc(OC)nc(NC(=O)COC(=O)C2CCCCC2)n1,21
CNc1ccc(/C=C\CCCO)cn1,-7
Brc1ccc2c(c1)CNc1c(ncnc1N1CCCCC1)O2,-3
CC(C)N1CCC1(C)C(=O)Nc1cc(-c2ccccc2)nn1C (stereo not given),-8
N#Cc1ccc(S(=O)(=O)CCn2nc(-c3ccco3)oc2=O)cc1,-3
Nc1ccc([N+](=O)[O-])cc1C(F)(F)F,-8
CC1C(OC(=O)c2cccnc2N(C)C)CC2CC1C2(C)C (stereo not given),-9
Cc1nc(OCc2ccc(Br)cc2F)c2ccccc2n1,10
COc1ccccc1N1CCC(CNc2cncc(Cl)n2)C1 (stereo not given),-2
CS(=O)(=O)c1cc(C(=O)OCc2ccc(F)cc2Br)ccc1Cl,-16

# The last 6 entries of the part before come first, to join the parts.
SMILES,mcGAS RapidFire
N#Cc1ccc(S(=O)(=O)CCn2nc(-c3ccco3)oc2=O)cc1,-3
Nc1ccc([N+](=O)[O-])cc1C(F)(F)F,-8
CC1C(OC(=O)c2cccnc2N(C)C)CC2CC1C2(C)C (stereo not given),-9
Cc1nc(OCc2ccc(Br)cc2F)c2ccccc2n1,10
COc1ccccc1N1CCC(CNc2cncc(Cl)n2)C1 (stereo not given),-2
CS(=O)(=O)c1cc(C(=O)OCc2ccc(F)cc2Br)ccc1Cl,-16
COc1ccc(N(CC(=O)NCCSC(C)(C)C)S(C)(=O)=O)cc1OC,-7
COC(=O)/C=C/c1cc(Br)sc1NC(C)=O,-7
CCOc1ccc(S(=O)(=O)N2CCN(c3ccccc3C)CC2)cc1,3
CN1CCN(S(=O)(=O)c2ccc(Cl)c(N)c2)CC1,-12
Cc1c(C(=O)C(F)(F)F)c2ccccc2n1CC(=O)N(C)c1ccccc1,-32
COc1ccc(C)cc1NCCC(=O)N1CCn2cccc2C1C (stereo not given),0
O=C(OC(C(=O)N1CCOCC1)c1ccccc1)c1cc(Cl)c2c(c1)OCO2 (stereo not given),-10
CC(N)=C(C#N)C(=O)COC(=O)c1ccc(C)s1,-4
O=C(CN1CCCc2cc(F)cc(F)c21)NCCc1ccccc1,-3
CC(=O)N1N=C(c2ccco2)OC1C(=O)N1CCN(c2ccccc2)CC1 (stereo not given),-12
CN1CC2(CCN(C(=O)c3c4c(nn3C)CCCC4)C2)OC1=O (stereo not given),-1
C=Cc1c(C)c2[n-]c1=Cc1[n-]c(c(CC)c1C)C=c1[n-]c3c(c1C)C(O)=C(C(=O)O)C=3c1[n-]c(c(C)c1CCC(=O)O)C=2.[Cu],97*!

# Reprinted from the part before: 3 entries; new compounds follow.
SMILES,mcGAS RapidFire
CC(=O)N1N=C(c2ccco2)OC1C(=O)N1CCN(c2ccccc2)CC1 (stereo not given),-12
CN1CC2(CCN(C(=O)c3c4c(nn3C)CCCC4)C2)OC1=O (stereo not given),-1
C=Cc1c(C)c2[n-]c1=Cc1[n-]c(c(CC)c1C)C=c1[n-]c3c(c1C)C(O)=C(C(=O)O)C=3c1[n-]c(c(C)c1CCC(=O)O)C=2.[Cu],97*!
CCCc1cc(CN(C)C(=O)c2ccoc2C)[nH]n1,-13
CC(C)c1nc(CCN(C)C(=O)c2cnn3ccn(C)c23)no1,-42
O=C(Nc1cccc(-n2cnnn2)c1)C1CCCN(Cc2cccnc2)C1 (stereo not given),7
O=C(OCCc1cccnc1)c1cc(F)cc(F)c1,-6
CCN(Cc1cccs1)C(=O)CSc1nnc(-c2ccccc2)n1C,-8
COc1ccc2cc([C@H](C)C(=O)O)ccc2c1,-15&-2&0
CCOC(=O)c1sc(N)c(C(=O)OCC)c1CSc1nncn1C(C)C,-14
CC(Nc1ccc2c(c1)NC(=O)CS2)C(=O)Nc1ccc(Br)cc1 (stereo not given),-18
CC(=O)c1c(O)c2cccc3c2n(c1=O)C(C)CC3 (stereo not given),-6
Cc1cc2ccccc2n1CCNC(=O)/C=C/c1ccccc1,-5
Cc1cccc(S(=O)(=O)NC(=O)C2(C)CCN2C(=O)c2ccc(C(F)(F)F)nc2C)c1 (stereo not given),-14
CN(CC1CCCCO1)C(=O)c1cnc(-c2ccccn2)nc1 (stereo not given),-4
COc1ccc(-c2nc(NC(=O)c3ccc(F)cc3F)n[nH]2)c(OC)c1,6
Cc1csc2nc(CSc3nnc(C4CC4)n3C3CC3)cc(=O)n12,0
CN1C(=O)/C(=C/c2ccccc2OC(F)(F)F)c2ccccc21,-5
Cc1nnsc1CN(C)C(=O)CCN1CCCCO1,-24
O=C(COC(=O)C=Cc1ccc(I)o1)NC12CC3CC(CC(C3)C1)C2,-2
Cc1c(C(=O)NC2CC2)sc(=O)n1Cc1ccc(-c2ccccc2)cc1,-5
O=C(Cn1cc([N+](=O)[O-])cn1)Nc1nccs1,-17
Cc1ccc(S(=O)(=O)NCc2ncc(Cl)n2C)c(C)c1,-1
Cc1ccc(C)c(-n2cnnc2SCC(=O)N(C)Cc2ccccc2)c1,-10
CC(=O)Nc1cncc(-c2ccccc2N(C)C)n1,-2
CCS(=O)(=O)c1ccc2c(c1)N(Cc1ccc(SC)cc1)C(=O)C(C)O2 (stereo not given),-10
Cc1ccccc1-n1cc(-c2ccnc(NC3CCOCC3)n2)cn1,0
O=C(OCC(=O)N1CCNC1=O)C1=COCCO1,-6
COC(=O)NNS(=O)(=O)c1cc(Br)ccc1C,-8
C=CCS(=O)(=O)N1CCC(c2nn(C)c(=O)n2Cc2ccccc2)CC1,-22
Cc1ccc(C2(O)CCN(C(=O)COc3ccc4c(c3)OCO4)CC2)nc1,-16
Cc1cc(NCCOCCO)n2c(nc3ccccc32)c1C#N,-2
COc1ccc(NC2CCCN(C(=O)CSc3nc4ccc(C)cc4[nH]3)C2)cc1 (stereo not given),-6
O=C(NC1C=CS(=O)(=O)C1)c1cccc2ccnn12 (stereo not given),-12
Cc1noc(C)c1C=NNC(=O)CC12CC3CC(CC(C3)C1)C2,-47
Cc1nc(-n2nc(-c3cccs3)cc2NC(=O)c2ccccc2Cl)[nH]c(=O)c1C,-2
CCCCC1CCCN1C(=O)c1cc(-c2ccncc2)n[nH]1 (stereo not given),-8
CCc1nc(SCC(=O)N2CCc3[nH]nc(C4CCC4)c3C2)n[nH]1,-32
O=C(CSc1nc2ccccc2n1Cc1ccccc1)N/N=C\c1ccccc1F,-4

# A few values from the entries so far:
# Value for CCc1nc(SCC(=O)N2CCc3[nH]nc(C4CCC4)c3C2)n[nH]1 under mcGAS RapidFire: -32
# Value for Cc1ccc(C2(O)CCN(C(=O)COc3ccc4c(c3)OCO4)CC2)nc1 under mcGAS RapidFire: -16
# Value for COc1ccc(NC2CCCN(C(=O)CSc3nc4ccc(C)cc4[nH]3)C2)cc1 (stereo not given) under mcGAS RapidFire: -6
# Value for C=CCS(=O)(=O)N1CCC(c2nn(C)c(=O)n2Cc2ccccc2)CC1 under mcGAS RapidFire: -22
# Value for CCCCC1CCCN1C(=O)c1cc(-c2ccncc2)n[nH]1 (stereo not given) under mcGAS RapidFire: -8

# The listing continues:
SMILES,mcGAS RapidFire
CCN1CCN(c2c(CNC3CC3)c(C)nn2-c2cccc(F)c2)CC1,-2
Cc1ccc(OC(C)C(=O)N2CCC(c3ccc(O)cc3)CC2)cc1 (stereo not given),-7
Clc1ccc(Cn2cc(-c3nc(-c4cn5ccccc5n4)no3)nn2)cc1,-6
COc1cccc2c(C)c(C(=O)N(C)Cc3cnc(C)s3)oc12,-10
COc1coc(C(=O)Nc2ccc(C)c(Cl)c2)cc1=O,-10
CN1CCCC2(CCN(c3nccc(CCC(F)(F)F)n3)C2)C1=O (stereo not given),-7
CCNC(=O)CS(=O)(=O)c1nnc(C)n1Cc1ccccc1,-4
COCC(O)CN1CC(C)CC1(C)C (stereo not given),-8
CN(CCC(=O)Nc1ccccc1Cl)Cc1cc(C2CC2)n[nH]1,-11
CC(C)Cc1nc(C(C)n2cncn2)n[nH]1 (stereo not given),6
O=C(NCC(=O)N1CCc2ccccc2C1)c1ccc(Br)o1,-6
CN1CCN(/N=C\c2ccc(-n3ccnc3)cc2)CC1,-3
Cc1ccccc1CN1CCN2C=C(C(=O)NC3CCc4ccccc43)OC2=NC1=O (stereo not given),-5
CSCc1ccnc(NC(=O)c2sccc2Br)c1,-10
COC(=O)c1nc(N)sc1C(=O)c1ccc(OC)cc1,-2
Cc1ccc(C=Nn2c(C)cc(C)c(C#N)c2=O)s1,-8
COc1cncc(-c2ccc(O)cc2)c1,-36
CCCn1c(SC(C)C(=O)NC(=O)NC)nc2cc(Cl)ccc21 (stereo not given),-30
COc1ccc(-n2c(C)c(C)n3c4c(=O)n(CCN5CCCCC5)c(=O)n(C)c4nc23)cc1,1
CN(c1cc(C(=O)NCCC#N)c2ccccc2n1)C1CCCCC1,-7
CC1ON=C(c2ccc(F)cc2)NC1=O (stereo not given),-4
Cc1cc(C)cc(C(=O)NNC(=O)c2ccccn2)c1,-1
CCOC(=O)Cn1c2ccccc2n2nc(CCC(=O)O)c(=O)nc12,-12
C=CCN(Cc1ccc(OC)cc1)Cc1cc(=O)n2cc(C)ccc2n1,-4
N#CC1C(=N)Oc2n[nH]c(-c3ccc(F)cc3)c2C1c1ccc2c(c1)OCO2 (stereo not given),-8
COc1cccc(CN2CCCC2C(=O)Nc2ccc(-n3ccnc3C)cc2)c1 (stereo not given),-10
O=C(Nc1cccc(-c2cnco2)c1)C1CCCN1C(=O)C1CCCCC1 (stereo not given),-4
O=C(CBr)c1cc2ccccc2o1,2
Cn1ncnc1CCNC(=O)c1ccc(C2SCCS2)cc1,-15
Cc1ccsc1CCNC(=O)CCC1CCCCN1C (stereo not given),-5
CC(C)Oc1ccc(C(=O)O)cc1NS(=O)(=O)c1cc(Cl)sc1Cl,0
OC(c1cccs1)C1CCN(Cc2cnn3cccnc23)CC1 (stereo not given),-15
Cc1ccoc1C(=O)NCc1cccnc1N(C)Cc1ccccc1,1
Fc1cccc(CN2CCN(Cc3cnc(NCC4CCCO4)nc3)CC2)c1 (stereo not given),-11
Cc1cc(C)n(NC(=O)c2ccc(COc3ccccc3Cl)cc2)c(=O)c1C#N,0
COc1ccccc1N(CC(O)CN1CCN(C)CC1)S(=O)(=O)c1ccccc1 (stereo not given),-8

# Compound activity from PubChem.
